Compound activity as filed in PubChem BioAssay.
SUMO1 PPI mod = modulators of human SUMO1-mediated protein-protein interactions; P63165; SUMO1 binding to a labelled peptide, TR-FRET, 1 h; inhibition, % at 20 µM; actives 0.33% (n = 360,000); AID 602429; in the data active = inhibition above about 37%
LMPTP inh = LMPTP (human) inhibition; AID 651560; inhibition, % at 20 µM; actives 0.22% (n = 360,000); recombinant LMPTP-A, OMFP fluorogenic substrate, fluorescence intensity; P24666;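 active = compounds that cut the enzyme signal by at least half of the control window in the single-dose screen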;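 also: plate controls were DMSO wells with enzyme plus substrate for no effect and substrate without enzyme for full effect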
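Test system – LMPTP-A enzyme · Amount – LMPTP-A at 0.625 nM final in the reaction · Buffer or medium – Bis-Tris pH 6.0, DTT, detergent · Reagent – OMFP 400 µM · Doses – single 20 µM dose · Schedule – reaction 50 min, room temperature, dark · Detection – fluorescence intensity of OMFP turnover product · Evaluation – percent inhibition versus substrate-only and uninhibited controls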
MsrA inh = bovine MsrA inhibition; purified bovine MsrA, absorbance read-out; actives 0.75% (n = 360,000); inhibition, % at 15.5 µM; in the data active = inhibition above about 4.5%;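 also: 0% = vehicle wells with enzyme and 100% = reference inhibitor wells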
STEP inh = STEP (human) phosphatase inhibition; actives 0.25% (n = 360,000); inhibition, % at 20 µM; AID 588621; recombinant STEP, OMFP fluorogenic substrate, fluorescence; P54829;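 active = inhibition at 20 µM, scaled per plate between control wells, above about 37%, limit read from the data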;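 also: 0% = DMSO with enzyme and substrate and 100% = substrate only without enzyme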
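System: STEP (striatal-enriched tyrosine phosphatase) enzyme, cell-free; medium: Bis-Tris pH 6.0 buffer with DTT, detergent; dosing: 20 µM, 1% DMSO; times: reaction 20 min, ambient temperature; detection: fluorescence, 480/540 nm; read-out basis: normalized % inhibition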
Rpn11 block = blocks the human proteasome subunit Rpn11; human 26S proteasome, Ub4-pepOG fluorescence polarization; 20S core pre-blocked with epoxomicin; calls only at 20 µM; actives 0.59% (n = 360,000); AID 588493;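 active = inhibition at 20 µM, scaled to each plate's controls, above about 33%, limit read from the data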
Tb MetRS inh = blocks T. brucei methionyl-tRNA synthetase activity | purified T. brucei MetRS, ATP depletion, Kinase-Glo luminescence | inhibition, % at 11.9 µM | actives 0.4% (n = 360,000);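 active = inhibition above a per-plate cutoff of the control wells' mean inhibition plus 3 SD, cut at about 5.5% in these data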;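 also: 0% = DMSO wells median and 100% = median of wells with control inhibitor compound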
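Assay system: T. brucei methionyl-tRNA synthetase, purified | Medium: HEPES buffer with MgCl2, KCl, DTT, spermine, BSA, pyrophosphatase | Compound: 11.9 µM single point | Incubation: 15 min enzyme-compound preincubation, 2 h reaction, 10 min detection, 25 °C | Measured by: Kinase-Glo luciferase luminescence reporting remaining unconsumed ATP | Measure: % inhibition normalized to control-well medians | Replication: Singlicate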
DNMT1 block = blocks human DNA methyltransferase DNMT1. DNMT1 molecular beacon, Hinp1I cleavage, fluorescence. inhibition (reported as % activation of signal), % at 10 µM. actives 0.83% (n = 360,000); in the data active = inhibition above about 50%
Target sequence (P26358 504-1616 limits assumed): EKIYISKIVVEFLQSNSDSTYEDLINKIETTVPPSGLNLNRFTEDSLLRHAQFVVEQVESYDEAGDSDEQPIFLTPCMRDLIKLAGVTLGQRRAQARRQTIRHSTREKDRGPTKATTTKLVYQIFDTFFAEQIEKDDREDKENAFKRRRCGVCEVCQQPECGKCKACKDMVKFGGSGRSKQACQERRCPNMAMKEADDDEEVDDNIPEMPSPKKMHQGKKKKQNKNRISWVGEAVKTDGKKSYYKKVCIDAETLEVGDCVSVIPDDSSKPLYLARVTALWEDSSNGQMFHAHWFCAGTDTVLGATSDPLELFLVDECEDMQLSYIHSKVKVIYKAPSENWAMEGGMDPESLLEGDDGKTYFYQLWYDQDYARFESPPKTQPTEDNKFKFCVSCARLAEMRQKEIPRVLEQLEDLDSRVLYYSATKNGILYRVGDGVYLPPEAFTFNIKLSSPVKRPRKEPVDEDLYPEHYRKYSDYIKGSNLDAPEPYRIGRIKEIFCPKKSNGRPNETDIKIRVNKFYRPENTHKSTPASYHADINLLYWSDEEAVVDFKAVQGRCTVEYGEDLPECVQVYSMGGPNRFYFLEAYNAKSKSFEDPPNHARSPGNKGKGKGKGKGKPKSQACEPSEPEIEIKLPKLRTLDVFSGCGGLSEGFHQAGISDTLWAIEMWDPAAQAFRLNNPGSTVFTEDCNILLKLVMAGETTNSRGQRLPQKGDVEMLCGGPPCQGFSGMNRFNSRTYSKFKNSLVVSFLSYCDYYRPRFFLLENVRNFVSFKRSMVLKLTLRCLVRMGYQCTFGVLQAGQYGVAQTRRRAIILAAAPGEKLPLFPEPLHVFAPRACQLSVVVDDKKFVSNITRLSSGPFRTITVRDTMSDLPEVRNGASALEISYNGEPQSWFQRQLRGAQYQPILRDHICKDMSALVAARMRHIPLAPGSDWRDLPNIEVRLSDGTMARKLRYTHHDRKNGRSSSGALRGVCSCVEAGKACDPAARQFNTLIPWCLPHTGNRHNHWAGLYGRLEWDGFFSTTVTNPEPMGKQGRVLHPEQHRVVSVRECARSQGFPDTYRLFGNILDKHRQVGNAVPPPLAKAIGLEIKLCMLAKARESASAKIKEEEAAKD
CSN deneddyl inh = blocks human CSN-mediated cullin deneddylation; Q92905; AID 651999; inhibition, % at 12.5 µM; actives 0.38% (n = 360,000); Purified CSN, SCF-Nedd8-OG deneddylation, fluorescence polarization;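 active = pattern-corrected inhibition above about 35%, with an unprinted fluorescence ratio check between 0.5 and 1.5, limit read from the data, passing the limit was not always enough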;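 also: 0% = enzyme with substrate and 100% = substrate without enzyme; some results filed as inactive read as strong as hits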
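Assay system: HEK293T-derived human Csn5 enzyme; quantity: 0.24 nM enzyme; medium: Tris/NaCl/DTT buffer, pH 7.5; also added: substrate SCFSkp2-Nedd8OG, 10 nM; doses: 12.5 µM compound; schedule: 90 min reaction at room temperature; signal: FP; read-out: % inhibition of substrate cleavage by Csn5; benchmarks: substrate-only high control, full reaction low control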
Scp-1 inhibitor = blocks human Scp-1 phosphatase activity; Q9GZU7; Recombinant Scp1, phosphopeptide, malachite green phosphate absorbance; inhibition, % at 20 µM; actives 0.88% (n = 340,000); AID 493091;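 active = inhibition above about 50% at 20 µM, limit read from the data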;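 also: plate controls were DMSO wells with enzyme for no effect and wells lacking enzyme for full effect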
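Test system: SCP-1 phosphatase catalytic domain, residues 76-261 | Compound dosing: One concentration, 20 µM, with 1.0% DMSO | Schedule: 45 min room-temperature reaction, 5 min colour, 30 min stabiliser | Detection: Absorbance at 630 nm | Read-out basis: % inhibition of SCP-1 phosphate liberation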
NadD block = blocks S. aureus nicotinate mononucleotide adenylyltransferase | actives 0.78% (n = 360,000) | inhibition, % at 20 µM | purified NadD enzyme, colorimetric absorbance read-out; in the data active = inhibition above about 26%; also: some compounds past the cut are filed as inactive
Active calls of the source: *; i = inactive; / = no result given. This is a random part of the collection; about 3.9% have a hit in one of these screens.

Every second line gives: SUMO1 PPI mod	LMPTP inh	MsrA inh	STEP inh	Rpn11 block	Tb MetRS inh	DNMT1 block	CSN deneddyl inh	Scp-1 inhibitor	NadD block
#1 COc1ccc(NC(=O)CC(c2ccco2)C(C)C)cc1 (configuration not stated)
  1.7	-0.3	0.0	-0.9	i	0.4	-1.0	-5.2	-12.3	-3.9
#2 CCCCCCN1C2=NCCCN2c2ccccc21
  0.9	0.2	-1.2	0.6	i	-0.4	7.2	-0.9	-7.4	-4.6
#3 CCN1CCCC1CNC(=O)C1CCN(C(=O)c2cc3sccc3n2Cc2ccc(F)cc2)CC1 (configuration not stated)
  4.6	-3.7	0.9	-3.8	i	-1.2	0.4	6.2	3.5	-0.8
#4 CCn1cnc2c1c(=O)n(CC(=O)O)c(=O)n2Cc1ccccc1
  5.1	-1.3	-1.8	-0.9	i	-0.4	1.7	3.5	-5.3	-0.8
#5 OC(c1ccc(F)c(F)c1)c1nc(-c2ccc(F)c(Cl)c2)cs1 (configuration not stated)
  5.7	1.4	-0.3	-4.8	i	-0.2	13.9	3.8	/	-11.8
#6 CC(=O)Nc1ccc(NC(=O)CSc2cn(CC(=O)N3CCOCC3)c3ccccc23)cc1
  -4.2	0.6	-0.4	-2.4	i	0.2	-2.7	1.5	9.3	3.8
#7 O=C(NCc1ccccc1)c1cccc(COc2cccc(Cl)c2)c1
  -1.3	5.2	0.5	1.1	i	-0.1	-0.4	6.9	-12.9	2.5
#8 Cc1ccc(Nc2cc(C)nc(-c3ccccc3O)n2)cc1
  5.7	3.6	-0.7	-1.1	i	-0.9	-18.0	-0.3	-1.1	-3.3
#9 O=c1oc2ccccc2cc1-c1csc(Cc2nc(-c3ccc(Br)cc3)cs2)n1
  1.3	3.2	1.7	-7.7	i	-1.2	3.1	-0.4	-2.8	-2.7
#10 COCC(C)N=C1NN=C(c2ccc(NC(C)=O)cc2)CS1 (configuration not stated)
  -4.4	1.9	2.1	3.2	i	0.3	-4.2	-2.9	1.1	-1.2
#11 CC1CC(C)CN(C(=O)CCC(=O)Nc2nnc(C3CCCCC3)s2)C1 (configuration not stated)
  2.0	0.4	-1.0	2.3	i	-0.3	-1.1	3.6	-2.5	-7.2
#12 C(=C\c1ccccc1)/CN1CCN(C(c2nnnn2-c2ccc3c(c2)OCCO3)C2CC2)CC1 (configuration not stated)
  -0.7	0.1	-1.2	-2.2	i	-0.3	-5.2	4.7	/	-6.2
#13 CCOc1ccc(NC(=O)CN(C)C(=O)c2c(C)nn(-c3ccc(F)cc3)c2Cl)cc1OCC
  -1.0	-1.2	-0.9	-0.8	i	-0.3	2.1	-5.1	1.0	-3.9
#14 Cc1cccc(N(Cc2cc3ccc(C)cc3[nH]c2=O)C(=O)c2ccco2)c1
  0.9	0.1	0.9	0.6	i	-0.2	-0.8	0.0	0.9	-10.3
#15 CCOCCc1nn2c(=O)cc(CSCC(=O)Nc3cccc(C)c3C)nc2s1
  -1.6	-1.1	-0.4	2.7	i	0.6	1.6	-3.2	-8.8	-2.4
#16 COc1cccc(CN2CC(O)=C(c3nc(-c4ccc(Cl)cc4)cs3)C2=N)c1
  -0.3	6.2	0.2	-2.3	i	-0.3	9.2	11.6	17.5	0.4
#17 CCSc1nnnn1-c1ccccc1
  -1.7	-2.5	-0.2	-2.7	i	-0.8	-0.5	-5.2	-15.4	2.3
#18 Brc1cccc(-c2cnco2)c1
  3.9	-0.7	1.3	-7.3	i	-0.3	-1.8	-0.1	17.9	-0.1
#19 CCc1nn(CC(=O)NCCCN2CCOCC2)c(=O)c2cc3c(OC)cccc3n12
  -3.0	0.2	-0.1	-1.5	i	-0.2	2.0	5.4	-2.4	-1.1
#20 O=C(NCCc1ccccc1)c1n[nH]c2ccccc12
  3.9	-1.6	-0.8	-2.1	i	-0.4	0.0	-2.5	-1.3	-1.3
#21 Cc1ccc2nc(S(=O)(=O)O)[nH]c2c1
  1.9	-0.6	0.1	1.4	i	0.1	2.8	1.8	-2.0	-5.4
#22 N#Cc1c(N)c(C(=O)c2ccc(Br)cc2)n2c1CCC2
  -15.9	-0.4	1.4	1.6	i	-1.1	8.1	-0.5	-8.1	1.6
#23 COc1ccc(CCNC(=O)COC(=O)CCC(=O)c2cccs2)cc1OC
  3.1	-0.7	-0.6	-4.4	i	-0.1	-1.8	-2.8	-7.7	-4.1
#24 COc1ccc(C(C#N)(CC(=O)O)c2cnccn2)cc1OC (configuration not stated)
  -1.2	-1.5	1.4	-0.9	i	0.8	-7.2	1.5	-0.2	-3.2
#25 CC1(C(=O)c2ccccc2)C2c3c(ccc4ccccc34)OC(=O)C21C(=O)N1CCOCC1 (configuration not stated)
  -3.1	1.9	0.3	-0.2	i	0.2	-1.4	2.5	-8.9	0.2
#26 COc1cccc(CN(C)C(=O)c2ccc(NS(=O)(=O)c3ccc(F)cc3)cc2)c1OC
  -3.9	0.6	0.3	-3.5	i	-0.7	10.9	1.7	-6.2	-1.1
#27 O=C(CSCc1c(Cl)cccc1Cl)NN1C(=O)c2ccccc2C1=O
  -8.9	0.5	-0.4	-0.8	i	-0.4	1.6	-2.3	-11.0	-4.5
#28 O=C(Nc1ccc2nc(-c3ccco3)c(-c3ccco3)nc2c1)N1CCN(c2ccccn2)CC1
  45.8*	87.4*	0.9	5.4	i	-0.9	93.0*	48.5	92.0*	48.8*
#29 CCOc1ccc(C(=O)NCCC(=O)N2CCC3(CC2)NCCc2[nH]cnc23)cc1OCC
  -3.1	-2.0	-0.4	1.2	i	-0.3	-0.4	-0.6	-8.6	-10.2
#30 CC(C)N1CC2(CC(c3ccc(Cl)cc3Cl)=NO2)CN1C(=O)c1ccc(C(C)(C)C)cc1 (configuration not stated)
  -0.1	4.0	0.1	3.1	i	-0.8	-5.4	0.1	/	14.7
#31 COc1ccc(N(C)S(=O)(=O)c2cccc(C(=O)OC(C(=O)Nc3cc(C)cc(C)c3)c3ccccc3)c2)cc1 (configuration not stated)
  -1.8	1.1	0.4	0.9	i	-1.4	-3.3	-11.3	-17.1	10.9
#32 CCCCNC(=O)c1c[nH]c2ccc(S(=O)(=O)Nc3ccc(OCC)cc3)cc2c1=O
  0.1	-0.5	2.6	4.4	i	0.4	5.7	4.3	6.3	16.3
#33 O=C(O)C(O)c1ccco1 (configuration not stated)
  5.5	31.2	/	53.1*	i	-0.3	91.9*	29.5	77.3*	7.7
#34 N#CC1=C(N)Oc2cc(Nc3ccccc3)ccc2C1c1ccncc1 (configuration not stated)
  -13.2	2.2	-0.4	0.5	i	1.8	-0.8	5.0	1.0	1.5
#35 COC(=O)c1sc(NC(=O)c2ccc(OC)cc2OC)nc1C
  -6.0	-1.0	-1.3	12.0	i	0.1	-25.2	-1.1	0.4	6.7
#36 CCC(=O)Nc1nnc(SCC(=O)c2ccc3c(c2)Cc2ccccc2-3)s1
  2.2	0.2	0.5	-2.2	i	-0.3	1.4	3.8	4.1	12.3
#37 Cc1c(/C=N/NC(N)=O)c2ccccn2c1C(=O)c1ccc(F)cc1
  -0.8	1.3	1.3	3.2	i	0.2	-0.8	2.7	-7.1	-4.7
#38 COC(=O)c1cn(-c2ccccc2)nc1C(=O)OC
  2.0	-0.9	-1.1	0.0	i	-1.4	9.9	-4.0	-4.9	-2.0
#39 COc1ccccc1CNC(=O)c1ccc(CS(=O)Cc2cccc(Cl)c2)o1 (configuration not stated)
  4.3	0.5	0.3	0.8	i	0.3	-0.2	-5.5	-6.8	3.3
#40 CCOc1ccc(OCCC(=O)N(CCOC)c2c(N)n(Cc3ccccc3)c(=O)[nH]c2=O)cc1
  3.8	-1.0	0.6	-0.4	i	-0.4	0.8	0.3	-5.7	-1.2
#41 Cc1cc(NC(=O)COC(=O)Cn2[nH]c(=O)c3ccccc3c2=O)c([N+](=O)[O-])cc1C
  -14.1	-0.5	-0.1	-1.1	i	-0.2	-6.3	2.4	2.2	8.2
#42 CS(=O)(=O)N1CCN(c2ccc([N+](=O)[O-])c(NCCN3CCOCC3)c2)CC1
  -26.4	0.2	1.2	-1.7	i	-0.5	-0.5	5.5	-17.8	-2.6
#43 COc1ccccc1CN(C)C[C@H]1OCc2cnnn2CCCC(=O)N([C@@H](C)CO)C[C@@H]1C
  1.4	-3.9	0.2	-2.4	i	-0.7	-6.1	2.8	/	-3.1
#44 CC(=O)Nc1ccccc1NC(=O)c1ccc(C)c(C)c1
  7.7	-1.3	-0.6	-3.0	i	0.1	2.5	0.9	-4.6	-4.3

Compound profiles, from the list above. Order of screens: SUMO1 PPI mod, LMPTP inh, MsrA inh, STEP inh, Rpn11 block, Tb MetRS inh, DNMT1 block, CSN deneddyl inh, Scp-1 inhibitor, NadD block
Listed for Cc1cc(NC(=O)COC(=O)Cn2[nH]c(=O)c3ccccc3c2=O)c([N+](=O)[O-])cc1C : -14.1, -0.5, -0.1, -1.1, i, -0.2, -6.3, 2.4, 2.2, 8.2
Listed for COc1ccccc1CNC(=O)c1ccc(CS(=O)Cc2cccc(Cl)c2)o1 (configuration not stated) : 4.3, 0.5, 0.3, 0.8, i, 0.3, -0.2, -5.5, -6.8, 3.3
